# KB-V1 cytotox – kills drug-selected multidrug resistant KB-V1 cells; KB-V1 MDR cells viability, CellTiter-Glo, 72 h; Potency, µM (highest dose often 46.1 µM), inactives show at the top dose activity change, negative = cytotoxicity, actives largely listed as cytotoxic; 3.4% of 400,000 active; AID 1347076; note: potency is the fitted concentration of half-maximal effect; % is set by controls: 0 for no effect and ±100 for the full control effect; nearly all actives have a fitted effect of over 60% in size
#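 Luminescent ATP read-out (CellTiter-Glo, 10 min) measures survival of drug-selected KB-V1 MDR cells after 72 h, 37 degrees C compound exposure. Medium: phenol-red-free DMEM, 10% FBS. Values from fitted concentration-response curves.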
# KB-3-1 cytotox – KB-3-1 parental cell cytotoxicity. KB-3-1 viability, CellTiter-Glo ATP luminescence, 72 h. Potency, µM (titrated, usually from 46.1 µM), for inactives: at the highest dose activity change, negative = cytotoxic, actives largely listed as cytotoxic. 1.4% of 400,000 active; note: potency is the fitted concentration of half-maximal effect; % is set by controls: 0 for no effect and ±100 for the full control effect; nearly all actives have a fitted effect of over 60% in size
#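 Multi-concentration cytotoxicity screen in KB-3-1 cells grown in DMEM lacking phenol red with 10% FBS. After 72 h at 37 °C with compound, ATP-dependent luminescence was recorded.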
# IL-1B inflam inh – inflammasome signaling inhibition, IL-1 beta readout. activity change, % at 57.5 µM. THP-1 LPS/ATP IL-1B secretion, AlphaLISA, 16 h; active compounds read low. 4.7% of 360,000 active. AID 743279; in the data active = activity change below about -50%; inconclusive = mostly about -30% to -49%; note: % is set by controls: 0 for no effect and ±100 for the full control effect
#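 Secreted IL-1B measured by AlphaLISA bead assay after 16 h compound exposure of THP-1 cells; compounds (final up to 57.5 uM) added 1 h before LPS (250 ng/mL) and ATP (1.25 mM) stimulation; lower signal means less secretion.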
# D3 ag – D3 dopamine receptor (human) agonism; D3R DiscoveRx beta-arrestin cells, luminescence, 90 min; AID 652048; P35462; max activation, %; 0.58% of 410,000 active; in the data active = max activation above about 30%; note: 0% is about no effect; mostly tested at two doses, the higher about 12 µM
# Target sequence (P35462 whole entry, looked up): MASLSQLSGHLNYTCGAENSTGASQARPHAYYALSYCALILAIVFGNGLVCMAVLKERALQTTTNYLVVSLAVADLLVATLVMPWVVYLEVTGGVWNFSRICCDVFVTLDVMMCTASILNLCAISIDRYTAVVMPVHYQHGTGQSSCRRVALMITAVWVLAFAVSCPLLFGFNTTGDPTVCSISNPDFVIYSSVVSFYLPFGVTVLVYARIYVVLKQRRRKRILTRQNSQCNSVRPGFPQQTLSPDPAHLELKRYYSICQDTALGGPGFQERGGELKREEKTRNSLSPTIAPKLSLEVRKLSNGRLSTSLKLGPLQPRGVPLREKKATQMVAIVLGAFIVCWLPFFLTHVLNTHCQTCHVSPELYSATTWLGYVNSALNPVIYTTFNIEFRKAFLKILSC
#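 Agonist-mode cell screen: cells plated at 1500/well and incubated overnight at 37 °C, then exposed to library compounds for 90 min at 37 °C. Detection reagent was added for 30–60 min at room temperature, and luminescence was read.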
# HEK293 tox – cytotoxicity in counter-screen for GLP-1R inverse agonists; HEK293 cAMP-luciferase reporter cells, luminescence, 24 h; 0.13% of 410,000 active; Potency, µM (titrated, usually from 38.3 µM), inactives show at the top dose activity change, negative = inhibition, most hits filed as inhibitors;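 note: loss of luciferase light is scored as toxicity; potency is the fitted concentration of half-maximal effect; % is set by controls: 0 for no effect and ±100 for the full control effect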
#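 Luminescence readout: signal drop marks cytotoxicity. Plated cells grew 12 h at 37 °C, 5% CO2, received 23 nL compound for 24 h, then got luciferase reagent, read after 12 min at RT.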
# HT1080 IDH1KD tx – HT-1080 IDH1 knockdown cell toxicity (counter line) | Potency, µM (doses to about 46.1 µM), for the others: top-dose activity, negative = toxicity, usual class: cytotoxic | HT-1080 IDH1 knockdown viability, ATP luminescence, 48 h | 2% of 360,000 active;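 note: potency is the fitted concentration of half-maximal effect; 0% = DMSO wells and -100% = cell-free medium wells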
#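 HT-1080-IDH1KD cells (IDH1 knocked down), 750/well in RPMI with 5% FBS, treated with compound 48 h at 37 degrees C. Viability by CellTiter-Glo luminescence, normalised to DMSO and no-cell wells; concentration-response curves classed.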
# HT1080-NT tox – kills 2HG-producing HT-1080-NT fibrosarcoma cells; HT-1080-NT fibrosarcoma viability, CellTiter-Glo ATP luminescence, 48 h; Potency, µM (doses to about 46.1 µM), inactives show at the highest dose activity, negative = less viability, hits mostly cytotoxic; 1.6% of 360,000 active; AID 686970;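 note: NT is the 2HG producing partner of a matched IDH1 knockdown line; potency is the fitted concentration of half-maximal effect; 0% = DMSO-treated cells and -100% = media-only wells without cells; nearly all actives have a fitted effect of over 55% in size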
#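 Toxicity toward the 2HG-producing NT line was scored as %Activity, normalised to DMSO and no-cell wells, from CellTiter-Glo luminescence after 48 hours' treatment.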
# SW480 rereplic – induces DNA re-replication in SW480 colon adenocarcinoma cells; SW480 DNA re-replication, Hoechst DNA content imaging, 48 h; Potency, µM (series often up to 46.1 µM), without a hit: at the top dose re-replication activation, hits mostly activators; 1.8% of 340,000 active; AID 624297; note: potency is the fitted concentration of half-maximal effect; % of control where 0% means no effect; nearly all actives have a fitted effect of over 55% in size
#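 Hoechst fluorescence of nuclei (405 nm excitation, 500-530 nm emission) measured by plate-scanning imager after 48 hr compound exposure at 37 C; re-replication scored as increased number of nuclei with elevated intensity.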
# MCF10A rerep – DNA re-replication induction in MCF 10a cells; MCF 10A DNA re-replication, Hoechst nuclear intensity, 48 h; 2.9% of 350,000 active; Potency, µM (top dose mostly 46.1 µM), without a hit: at the top dose activity, positive = re-replication, most hits filed as activators; note: potency is the fitted concentration of half-maximal effect; % of control where 0% means no effect; nearly all actives have a fitted effect of over 50% in size
# Numbers without * were called inactive; ? = inconclusive; · = no result given; [ ] = dose if it differs, or a comment. Unless noted, calls come from the whole dose curve; as a rule, active = well fitted curve in the direction sought with a large enough effect; inconclusive = small, poorly fitted or top-dose-only effect, or another doubt; inactive = no such curve, though single readings can be large; an effect the other way counts as inactive or inconclusive.
SMILES,KB-V1 cytotox,KB-3-1 cytotox,IL-1B inflam inh,D3 ag,HEK293 tox,HT1080 IDH1KD tx,HT1080-NT tox,SW480 rereplic,MCF10A rerep
COc1ccc2nc(Nc3nc4ccc(NC(C)=O)cc4s3)sc2c1,?,-3%,-13,1,29%,-23%,-29%,?,?
Cc1ccc(NC(=O)CSc2nnc(CNC(=O)c3c(F)cccc3Cl)o2)cc1,-1%,0%,20,-6,-2%,4%,6%,1%,1%
COc1ccc(NC2CCCN(C(=O)c3ccc(C)nc3)C2)cc1 (stereo not drawn),·,·,15,1,-3%,2%,0%,-2%,-2%
COc1ccc(CN(C)C(=O)c2ccc3ccccc3n2)cc1F,0%,-1%,-3,3,-12%,-12%,-16%,-8%,-4%
COc1ccc(N2CCN(/C(=N\S(=O)(=O)c3ccccc3)Nc3nc(C)cc(C)n3)CC2)cc1,-7%,-1%,2,-2,2%,2%,-2%,-1%,-1%
N#CCC(=O)Nc1ccc(C(=O)OCC(=O)Nc2cccc(C(F)(F)F)c2)cc1,4%,7%,7,4,-3%,1%,-11%,-2%,4%
CCCOc1ccc(-c2nnn(CC(=O)OCC)n2)cc1,1%,2%,1,3,-15%,6%,-7%,-7%,-1%
Cn1c(=O)c(C(=O)NCCO)c(O)c2ccccc21,-6%,?,-12,7,?,?,?,2%,-3%
COc1cc(-c2cc(C(F)(F)F)n3ncc(C(=O)O)c3n2)cc(OC)c1OC,17%,9%,3,-1,19%,7%,2%,-3%[9.22 µM],0%
Cc1ccccc1OCC(=O)Nc1cc(S(=O)(=O)N2CCOCC2)ccc1N1CCCC1,3%,-3%,-21,-6,6%,1%,-7%,-2%,18%
CN(C)CCN1C(=O)C(=O)/C(=C(/O)c2ccccc2)C1c1ccccc1F (stereo not drawn),16%,3%,-1,-7,0%,11%,0%,-1%,-2%
CC(SC1=Nc2ccccc2C2CC=NN12)C(=O)NC1(C#N)CCCCC1 (stereo not drawn),?,-4%,-3,-25,14%,-4%,-7%,?,?
COc1ccc2noc3c2c1C(=O)c1ccccc1-3,?,-18%,?,-7,?,-27%,-23%,13%,-2%
CCOC(=O)c1cnc(-n2[nH]c(C)c(Cc3ccccc3)c2=O)[nH]c1=O,-28%,-1%,-7,15,-6%,-3%,-4%,?,?
CCc1ccccc1N1CC(c2nc3ccccc3n2CCCCOc2ccccc2OC)CC1=O (stereo not drawn),0%,-24%,·,-20,?,·,·,·,·
Cc1ccc(NC(=S)NC(=O)c2ccc(F)cc2)cc1S(=O)(=O)Nc1cccc(Cl)c1,7.3µM*,5.2µM*,?,-19,?,2.9µM*,6.5µM*,3.7µM*,2.6µM*
Cc1ccc(Nc2nnc(SC/C(O)=C(\C#N)c3nc4ccccc4[nH]3)s2)c(C)c1,1%,15%,16,3,3%,5%,0%,10%,?
COc1ccc(NS(=O)(=O)c2ccc(N3CCCC3)c(N)c2)cc1,-17%,?,-16,4,-6%,?,-21%,-16%,-11%
O=C(COC(=O)CCc1nc2ccccc2c(=O)[nH]1)NC(=O)NC1CCCC1,-16%,?,-27,2,4%,-6%,-2%,?,?
CN(C)c1ccc(C=Nc2ccccc2C(N)=O)cc1,-8%,?,14,1,-11%,?,?,?,?
CCCS(=O)(=O)N1CCN(C(=O)COc2ccc(OC)cc2)CC1,2%,6%,7,2,2%,18%,15%,-4%,9%
Fc1cccc(Cl)c1CN1CCN(c2nc3ccccc3s2)CC1,0%,4%,?,9,-3%,-8%,-16%,11%,16µM*
CCN(CC)C(=O)CCC(=O)Nc1ccc(C(=O)OC)cc1,-13%,-5%,2,2,16%,-2%,-1%,-1%,27%
CCc1ccc2ncc(C(=O)c3ccc(C)c(C)c3)c(N3CCC(C(N)=O)CC3)c2c1,0%,-8%,·,0,-26%,·,·,·,·
CCCCCN(C(=O)CCC(=O)OCc1ccccc1C)c1c(N)n(CCCC)c(=O)[nH]c1=O,19%,5%,?,8,-1%,-2%,-2%,?,5%

# The listing continues.
SMILES,KB-V1 cytotox,KB-3-1 cytotox,IL-1B inflam inh,D3 ag,HEK293 tox,HT1080 IDH1KD tx,HT1080-NT tox,SW480 rereplic,MCF10A rerep
CC(NC(=O)Cn1ccc2cc(S(=O)(=O)N3CCCCCC3)ccc21)c1ccccc1 (stereo not drawn),12%,-7%,·,-11,-16%,·,·,·,·
CC(C)(CNC(=O)Cc1ccc(NS(=O)(=O)c2cccc(C(F)(F)F)c2)cc1)N1CCOCC1,-4%,17%,-6,4,3%,2%,-1%,1%,?
CC1CN(C(=O)COc2ccc3ccccc3c2)CC(C)O1 (stereo not drawn),?,-5%,23,3,2%,4%,6%,0%,7%
CC1CCCCN1CCNC(=O)C1CCCN(S(=O)(=O)c2cccc3nsnc23)C1 (stereo not drawn),?,12%,3,2,1%,1%,-7%,-18%,0%
O=C(COC(=O)C12CC3CC(CC(O)(C3)C1)C2)NC(=O)NCc1ccco1,17%,10%,-2,-3,-21%,2%,7%,1%,4%
COc1ccccc1OCC(=O)OCn1c(SC)nnc(C)c1=O,10%,3%,8,2,6%,27%,26%,-4%,-2%
CC(C)NC(=O)CNc1ccc(C(F)(F)F)cc1[N+](=O)[O-],-2%,-6%,-4,-4,-19%,3%,1%,?,?
Cc1cc(CCNC=O)c(C)c2c1oc1ccccc12,?,?,-24,2,-24%,5%,-1%,9%,16%
CC(OC(=O)C1CCCCC1)C(=O)Nc1cccc(Cl)c1 (stereo not drawn),6%,-5%,6,-10,20%,-6%,-12%,-7%,8%
CCOc1ccc(CN(C)CC(=O)Nc2cccc(S(=O)(=O)N(C)c3ccccc3)c2)cc1,-13%,-8%,?,-12,-5%,-18%,-18%,-7%,3%
Nn1c(SCC(=O)NC2CCCCC2)nnc1-c1ccc(Cl)cc1,0%,15%,-16,-5,5%,2%,7%,2%,0%
CC(=O)Nc1nc(=S)n(-c2ccccc2)[nH]1,10%,9%,2,-6,3%,5%,4%,0%,2%
Oc1cccc(C=NCc2ccccc2)c1O,9%,-4%,27,4,-12%,-15%,-18%,?,156%[0.0737 µM]
CCCOC(=O)c1c(N)sc2c1CCC2,1%,5%,22,-5,0%,11%,17%,2%,7%
O=C(CSc1ccc(S(=O)(=O)N2CCOCC2)cn1)Nc1ccc(F)c(F)c1,-10%,?,-15,1,-6%,?,-21%,-8%,2%
C[n+]1cccc(/C=N/Nc2nc(Cl)c(C#N)c(Cl)c2Cl)c1,12%,?,-24,-2,-18%,3%,9%,-12%,1%
Oc1oc(-c2ccco2)nc1C=Nc1ccccc1,11%,-14%,?,-31,5%,6%[9.24 µM],-26%,-7%,24%
COc1cc(C(=O)NCCc2cn3ccc(C)cc3n2)cc(OC)c1OC,-1%,?,107,-11,-1%,-7%,2%,-1%,7%
Cc1cccc(CNC(=O)Cc2ccc(NC(=O)N3CCCCc4ccccc43)cc2)c1,1%,7%,·,-4,-4%,·,·,·,·
CCOC(=O)CN1C(=O)/C(=C2\SC(=S)N(NC(=O)c3cccnc3)C2=O)c2ccccc21,25%,1%,6,-7,2%,0%,3%,-9%,0%
Cc1nc(C)c(C(=O)C2=C(O)C(=O)N(CCN3CCOCC3)C2c2cccnc2)s1 (stereo not drawn),11%,12%,17,5,5%,5%,6%,-2%,-4%
O=S(=O)(c1ccc2[nH]c3c(c2c1)CCCCC3)N1CCN(c2ccccc2)CC1,?,0%,·,5,-5%,·,·,·,·
COc1cccc(CNC(=O)C2CC(=O)N(c3ccc4c(c3)OCCO4)C2)c1 (stereo not drawn),-6%,15%,16,-7,8%,6%,-1%,0%,6%
CCC1CC(/C(C)=N/NC(N)=O)OC1=O (stereo not drawn),24%,1%,7,-3,-6%,12%,7%,-18%,-22%
CCCCCCCCCCOC(=O)C[N+](C)(C)C/C=C(/C)Cl,9%,-7%,?,-2,5%,-10%,-8%,5%,23µM*

# Additional results follow:
SMILES,KB-V1 cytotox,KB-3-1 cytotox,IL-1B inflam inh,D3 ag,HEK293 tox,HT1080 IDH1KD tx,HT1080-NT tox,SW480 rereplic,MCF10A rerep
Cc1[nH]n(-c2ccccc2)c(=O)c1Sc1ccc(Cl)cc1,4%,-3%,24,-1,-23%,0%,-10%,-7%,5%
O=C(COC(=O)c1cccnc1Cl)NCc1ccc2c(c1)OCO2,-3%,5%,0,-5,-1%,8%,11%,·,-3%
Cc1ccccc1C(=O)Oc1cccc2c(O)cccc12,5%,2%,20,2,-23%,?,?,-8%,6%
Fc1ccccc1N1CCN(C2CCN(Cc3c[nH]c4ccccc34)CC2)CC1,-25%,4%,4,-29,-26%,-6%,7%,-2%,-2%
CCOC(=O)C1=CCN(S(=O)(=O)c2ccccc2Cl)C1c1cccc(F)c1 (stereo not drawn),-2%,-6%,87,8,3%,-14%,-21%,·,·
COc1ccc(-n2c(N)c(C(=O)NCc3cccnc3)sc2=S)cc1,-2%,1%,0,4,3%,5%,3%,-7%,0%
CC(C)Cc1nnc(NC(=O)C2CCCN(C(=O)c3ccc(Cl)cc3)C2)s1 (stereo not drawn),10%,-6%,15,1,-9%,-1%,2%,·,·

# Reprinted at random: five entries already listed
SMILES,KB-V1 cytotox,KB-3-1 cytotox,IL-1B inflam inh,D3 ag,HEK293 tox,HT1080 IDH1KD tx,HT1080-NT tox,SW480 rereplic,MCF10A rerep
COc1ccc(N2CCN(/C(=N\S(=O)(=O)c3ccccc3)Nc3nc(C)cc(C)n3)CC2)cc1,-7%,-1%,2,-2,2%,2%,-2%,-1%,-1%
CCOC(=O)C1=CCN(S(=O)(=O)c2ccccc2Cl)C1c1cccc(F)c1 (stereo not drawn),-2%,-6%,87,8,3%,-14%,-21%,·,·
O=C(CSc1ccc(S(=O)(=O)N2CCOCC2)cn1)Nc1ccc(F)c(F)c1,-10%,?,-15,1,-6%,?,-21%,-8%,2%
CN(C)CCN1C(=O)C(=O)/C(=C(/O)c2ccccc2)C1c1ccccc1F (stereo not drawn),16%,3%,-1,-7,0%,11%,0%,-1%,-2%
Cc1ccc(Nc2nnc(SC/C(O)=C(\C#N)c3nc4ccccc4[nH]3)s2)c(C)c1,1%,15%,16,3,3%,5%,0%,10%,?
